Screening data as filed in PubChem.
Tb PGK inh = qHTS Assay to Find Inhibitors of Phosphoglycerate Kinase | Phosphoglycerate kinase, glycosomal (Trypanosoma brucei brucei), P07378 | PGK/GAPDH coupled, Kinase-Glo luminescence, 60 min | Potency, µM (highest dose often 57.5 µM), without a hit: at the top dose activity change, negative = inhibition, hits mostly inhibitors | 0.043% of 380,000 active | AID 602233, 2012; note: % is set by controls: 0 for no effect and ±100 for the full control effect; nearly all actives have a fitted effect of over 60% in size
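Luminescent ATP detection (Kinase-Glo Plus) follows a 60-minute room-temperature incubation, with wells lacking PGK as controls. Buffer: 100 mM TEA (pH 7.6), 5 mM MgCl2, 0.01% Tween-20. Coupling enzyme GAPDH (100 nM final) supplies unstable 1,3-BPG in-well.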
HP1b binding inh = HTS for Inhibitors of HP1-beta Chromodomain Interactions with Methylated Histone Tails | AlphaScreen HP1-beta / biotin-H3K9me3 peptide binding | AID 540317, 2011 | Potency, µM (doses to about 114 µM), inactives show top-dose activity change, negative = inhibition, actives largely listed as inhibitors | Chromobox protein homolog 1 (Homo sapiens), P83916 | 0.56% of 390,000 active; note: nearly all actives have a fitted effect of over 70% in size; inactives centre near 23
Target sequence (P83916 whole entry, looked up): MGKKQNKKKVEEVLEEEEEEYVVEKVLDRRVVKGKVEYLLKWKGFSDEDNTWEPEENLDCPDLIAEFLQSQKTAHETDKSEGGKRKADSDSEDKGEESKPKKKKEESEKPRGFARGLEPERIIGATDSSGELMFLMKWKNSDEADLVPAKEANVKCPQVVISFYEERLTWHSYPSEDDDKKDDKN
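HP1-beta protein (50 nM final) preincubated 30 min at room temperature with biotinylated H3(1-18)K9me3 peptide (50 nM) in PBS pH 7.4, 0.01% Tween-20, then compound added for 30 min. AlphaScreen streptavidin donor/nickel chelate acceptor beads (10 ug/mL final), 30 min dark, luminescence read.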
Pin1 inh = qHTS Assay to Find Inhibitors of Pin1 | Pin1 FP peptide displacement, HiFluor488, 10 min | 0.009% of 390,000 active | Peptidyl-prolyl cis-trans isomerase NIMA-interacting 1 (Homo sapiens), Q13526 | Potency, µM (series often up to 115 µM), without a hit: at the highest dose activity, negative = inhibition, actives largely listed as inhibitors; active = well fitted inhibition curve with a large enough effect in the polarisation, with a control signal flat, not every such curve was filed as active; inconclusive = small, poorly fitted or top-dose-only effect, or effect the other way, or a change in a side signal; inactive = no such curve, though single readings can be large or run the other way; the % refers to the polarisation; note: % is set by controls: 0 for no effect and ±100 for the full control effect
Target sequence (Q13526 whole entry, looked up): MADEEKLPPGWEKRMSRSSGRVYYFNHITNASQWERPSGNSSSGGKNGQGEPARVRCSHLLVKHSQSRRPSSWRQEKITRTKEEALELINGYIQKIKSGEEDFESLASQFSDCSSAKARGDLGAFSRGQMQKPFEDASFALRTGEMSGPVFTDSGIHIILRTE
BLM helicase inh = qHTS Assay for Inhibitors of Bloom's syndrome helicase (BLM) | 0.2% of 350,000 active | RecQ-like DNA helicase BLM (Homo sapiens), P54132 | recombinant BLM DNA unwinding, fluorescence dequenching | AID 2528, 2010 | Potency, µM (series often up to 56.1 µM), for inactives: top-dose activity change, negative = inhibition, actives largely listed as inhibitors;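 note: plate controls were vehicle for no effect and no enzyme for full effect; nearly all actives have a fitted effect of over 35% in size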
BAZ2B block = qHTS Assay for Inhibitors of BAZ2B; Bromodomain adjacent to zinc finger domain protein 2B (Homo sapiens), Q9UIF8; AlphaScreen BAZ2B-H3K14Ac peptide displacement; Potency, µM (top dose mostly 114 µM), inactives show at the top dose activity change, negative = inhibition, usual class: inhibitors; 4.4% of 360,000 active; note: % is set by controls: 0 for no effect and ±100 for the full control effect; nearly all actives have a fitted effect of over 60% in size
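AlphaScreen displacement of biotin-H3(5-23)K14Ac peptide (50 nM final) from BAZ2B (50 nM final) in PBS pH 7.4, 0.01% Tween-20; complex preformed 30 min RT, then compounds (top 110 uM) 30 min RT, beads 20 min dark.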
G9a inh = qHTS Assay for Inhibitors of Histone Lysine Methyltransferase G9a. Histone-lysine N-methyltransferase EHMT2 (Homo sapiens), Q96KQ7. G9a H3K9 monomethylation, AlphaScreen, 2 h. Potency, µM (doses to about 102 µM), inactives show at the highest dose activity, negative = inhibition, actives largely listed as inhibitors. 8.8% of 350,000 active. AID 504332, 2011; note: % is set by controls: 0 for no effect and ±100 for the full control effect; nearly all actives have a fitted effect of over 75% in size
Target sequence (Q96KQ7 913-1193 limits assumed): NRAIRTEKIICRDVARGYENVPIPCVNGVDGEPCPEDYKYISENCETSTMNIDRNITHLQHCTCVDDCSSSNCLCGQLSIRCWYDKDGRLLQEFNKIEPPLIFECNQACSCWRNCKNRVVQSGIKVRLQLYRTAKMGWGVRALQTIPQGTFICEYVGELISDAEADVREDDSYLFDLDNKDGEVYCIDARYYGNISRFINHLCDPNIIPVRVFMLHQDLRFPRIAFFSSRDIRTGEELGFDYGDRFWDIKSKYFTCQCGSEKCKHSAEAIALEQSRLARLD
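G9a (20 nM) was preincubated 15 min with compound, then reacted 2 h at room temperature with 500 nM biotin-H3K9 peptide and 20 µM SAM. Monomethyl-H3K9 detected by AlphaScreen using anti-H3K9me1 antibody.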
GLS inhibitor = qHTS for Inhibitors of Glutaminase (GLS) | Potency, µM (titrated, usually from 45.5 µM), for the others: top-dose activity change, negative = inhibition, usual class: inhibitors | Glutaminase kidney isoform, mitochondrial (Homo sapiens), O94925 | 0.21% of 410,000 active | AID 624170, 2012 | GLS enzymatic activity, qHTS titration; note: % is set by controls: 0 for no effect and ±100 for the full control effect
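Assay buffer: 45 mM KH2PO4 pH 8.2, 0.02% Tween-20. hKGA acts on L-glutamine (1 mM solution added); product glutamate is reported by an oxidase/peroxidase Amplex Red coupling, with fluorescence taken at baseline and 30 min.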
POLI inh = qHTS for Inhibitors of Polymerase Iota; 1% of 390,000 active; DNA polymerase iota (Homo sapiens), Q9UNA4; Pol iota fluorescent replication assay, 10 min; Potency, µM (top dose mostly 115 µM), without a hit: top-dose activity, negative = inhibition, most hits filed as inhibitors
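Pol iota at 10 nM preincubated 15 min with compounds at room temperature; reaction started with fluorescent substrate, 50 nM final. Fluorescence read kinetically at 0 and 10 min; buffer-only wells as negative control.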
JMJD2A Tudor inh = qHTS Assay for Inhibitors of JMJD2A-Tudor Domain | Lysine-specific demethylase 4A (Homo sapiens), O75164 | AlphaScreen JMJD2A-Tudor / H3K4me3 peptide binding | Potency, µM (series often up to 114 µM), inactives show at the top dose activity change, negative = inhibition, most hits filed as inhibitors | 4.4% of 390,000 active; note: % is set by controls: 0 for no effect and ±100 for the full control effect; nearly all actives have a fitted effect of over 50% in size
Starred values were filed as active, the others as inactive; i = inactive; u = inconclusive; x = not tested or not shown; & = joins results of further samples; [ ] = remark or other dose. Unless noted, calls come from the whole dose curve; as a rule, active = well fitted curve in the direction sought with a large enough effect; inconclusive = small, poorly fitted or top-dose-only effect, or another doubt; inactive = no such curve, though single readings can be large; an effect the other way counts as inactive or inconclusive. Potency is the fitted concentration of half-maximal effect. Some of the compounds tested, so the mix of outcomes need not match the whole.

item	Tb PGK inh	HP1b binding inh	Pin1 inh	BLM helicase inh	BAZ2B block	G9a inh	GLS inhibitor	POLI inh	JMJD2A Tudor inh	Structure
1	-6%	25%	-7%	-3%	-4%	1%	-2%	-11%	35µM*	COc1cccc(C2CC(=O)Nc3c2c(=O)[nH]c2ncnn32)c1 (stereo unspecified)
2	-1%	16%	-2%	3%	-12%	u	2%	160%[activator]	-28%	CN(C)CC1CCCCC1OC(=O)/C=C/c1ccc(Cl)cc1Cl (stereo unspecified)
3	i	24%	5%	-6%	-18%	7%	2%	43%[activator]	3%	CCOc1ccc(NC(=O)CCCNC(=O)Cn2cnc3sc(C)c(C)c3c2=O)cc1
4	x	-3%	-2%	2%	0%	0%	0%	u	u	CCOC(=O)c1csc(NC(=O)CN2CCN(C)CC2)n1
5	-3%	41%[activator]	8%	-2%	-1%	u	4%	30%	14%	Cc1ccc(-c2cc(C(=O)O)c3ccccc3n2)c(C)c1
6	2%	22%	-5%	x	x	x	-1%	32%[activator]	-23%	Cc1ccc(S(=O)(=O)NCCNS(=O)(=O)c2ccccc2Br)cc1
7	-6%	29%	-1%	0%	x	-6%	10%	7%	-10%	CCn1cc(/C=C(\NC(=O)c2ccc(OC)c(OC)c2)C(=O)NCCCO)c2ccccc21
8	-3%	43%[activator]	-7%	0%	-8%	17%[0.0925 µM]	1%	-9%	6%	COc1ccc(NC(=O)/C(=C\c2ccc(OS(=O)(=O)c3ccc(C)cc3)cc2)NC(=O)c2ccccc2)cc1
9	-10%	54%[activator]	-8%	-5%	-10%	1%[59 µM]	-4%	10%	-6%	COc1ccc(Cl)cc1NC(=O)CSc1nnc(C)n2c1cc1sccc12
10	9%	-21%	0%	-12%	-39%	11%[59 µM]	17%	2%	u	Cc1cc(C)cc(NS(=O)(=O)c2ccc(NC(=S)NC(=O)c3cccs3)cc2)c1
11	-1%	-15%	17%	2%	-38%	-9%[59 µM]	9%	10%	89µM*	CC(C)(C)NC(=S)NC(=O)C12CC3CCC(CC(C3)C1)C2
12	4%	18%	-6%	-4%	14%	u	8%	16%	-19%	CNC(=O)CSCc1cnn(-c2ccccc2)c1-n1cccc1
13	4%	28%	3%	x	x	x	-1%	78%[activator]	-4%	CNc1snc(C)c1C(=O)OCC(=O)NCc1ccccc1OC
14	i	17%	-1%	0%	-6%	u	17%	29%	-31%	CCN(CC)c1ccc(NC(=O)c2cc3ccccc3o2)c(C)c1
15	-1%	22%	9%	-1%	-10%	x	5%	-6%	-1%	O=C(CC1SC(=O)N(Cc2ccccc2Cl)C1=O)Nc1nccs1 (stereo unspecified)
16	2%	30%	-6%	-1%	-8%	-15%	-3%	-9%	-11%	Cc1ccccc1C(N)c1ccncc1 (stereo unspecified)
17	-1%	36%	4%	-4%	-5%	-20%	-6%	7%	5%	CCC(C)(C)NC(=O)C(c1cccs1)N(CC1CCCO1)C(=O)Cn1nnc2ccccc21 (stereo unspecified)
18	-6%	u	2%	4%	u	10µM*	11%	-1%	4µM*	CCOC(=O)c1oc2ccc(CNC3CCCCC3)c(Cl)c2c1C
19	-1%	42%[activator]	-2%	-1%	-2%	28µM*	56%[activator]	16%	9%	Cc1cc(C(=O)NNc2c(Cl)cccc2Cl)no1
20	-6%	1%[57 µM]	2%	-2%	u	u	-3%	22%	u	Cc1ccc(Cn2ccnc2SCC(=O)Nc2ccc3c(c2)OCCO3)cc1
21	i	15%	-3%	1%	8%	x	1%	135%[activator]	-6%	CCN(CC(=O)NCC1CCCO1)S(=O)(=O)c1ccc2ccccc2c1 (stereo unspecified)
22	1%	22%	u	1%	13µM*	-47%[59 µM]	0%	14µM*	2.2µM*	Cc1cc(=O)[nH]c(-n2[nH]c3c(c2=O)CCCC3)n1
23	9%	27%	3%	-4%&-4%&-1%	2%	-11%[2.33 µM]	5%&-2%	-3%	-14%	Cc1ncc([N+](=O)[O-])n1CC(C)O (stereo unspecified)
24	14%	13%	-4%	1%	-6%	10%[59 µM]	-4%	23%	-19%	Nc1cc2c(cc1[N+](=O)[O-])OCCO2

Some entries already given, reduced to Pin1 inh:
No. | Compound | Pin1 inh
15 | O=C(CC1SC(=O)N(Cc2ccccc2Cl)C1=O)Nc1nccs1 (stereo unspecified) | 9%
16 | Cc1ccccc1C(N)c1ccncc1 (stereo unspecified) | -6%

(next part)
item	Tb PGK inh	HP1b binding inh	Pin1 inh	BLM helicase inh	BAZ2B block	G9a inh	GLS inhibitor	POLI inh	JMJD2A Tudor inh	Structure
25	6%	31%[activator]	u	-4%	-5%	21%[59 µM]	3%	13%	-5%	CCCCn1c(SCC(=O)N2c3ccccc3CCc3ccccc32)nc2c1c(=O)n(C)c(=O)n2C
26	-5%	10%	-12%	x	x	x	-13%	u	-8%	CC1CCCC(NC(=O)COC(=O)c2ccc([N+](=O)[O-])o2)C1C (stereo unspecified)
27	-2%	38%[activator]	-8%	0%	-14%	10%	5%	u	-2%	O=C(c1cccc(Br)c1)N1CCN(S(=O)(=O)N2CCCCC2)CC1
28	1%	39%	0%	0%	-14%	0%[59 µM]	1%	15%	-9%	CC(=O)N1c2ccc(S(=O)(=O)N3CCCC(C(=O)NC4CCCC(C)C4C)C3)cc2CC1C (stereo unspecified)
29	4%	24%	-7%	0%	-18%	-4%	u	30%	-14%	CCCSc1nc2sc3c(c2c(=O)[nH]1)CC(C)CC3 (stereo unspecified)
30	3%	10%	16%	-17%	1%	-5%[59 µM]	-14%	u	-23%	COc1ccccc1NC(=O)c1sc2ncn(CC(=O)Nc3ccccc3)c(=O)c2c1C
31	-2%	41%[activator]	8%	4%	5%	8%[59 µM]	-5%	24%	-7%	Cc1ccc(NC(=O)COc2ncnc3ccccc23)cc1S(=O)(=O)N1CCOCC1
32	i	12%[57 µM]	u	-7%	3%	6%[59 µM]	5%	-1%	-20%	Cc1nn(CC(=O)NCc2ccc(N(C)C)cc2)c(=O)c2c(C)n(-c3ccc(Cl)cc3)nc12
33	i	12%	3%	x	-3%	-9%[59 µM]	2%	37%[activator]	-28%	Cc1cccc(C)c1NC(=O)CN1CCN(CC(=O)c2cc(C)n(C3CC3)c2C)CC1
34	0%	10%	-9%	-5%	26%	25µM*	2%	22%	u	CCNC(=S)Nc1cc2oc3ccccc3c2cc1OC
35	-2%	47%[activator]	-4%	x	13%	33%	0%	30%[activator]	32%	COc1ccccc1COC(=O)C(NC(=O)c1ccc(C)cc1)C(C)C (stereo unspecified)
36	-9%	15%	-3%	-1%	-2%	-1%	4%	139%[activator]	-1%	Cc1ccccc1CN(C)C(C)C(=O)NCc1ccccc1 (stereo unspecified)

Whole records, looked up by structure. Screens in order: Tb PGK inh	HP1b binding inh	Pin1 inh	BLM helicase inh	BAZ2B block	G9a inh	GLS inhibitor	POLI inh	JMJD2A Tudor inh
COc1ccccc1COC(=O)C(NC(=O)c1ccc(C)cc1)C(C)C (stereo unspecified) in the list: -2%	47%[activator]	-4%	x	13%	33%	0%	30%[activator]	32%
COc1ccc(NC(=O)/C(=C\c2ccc(OS(=O)(=O)c3ccc(C)cc3)cc2)NC(=O)c2ccccc2)cc1 in the list: -3%	43%[activator]	-7%	0%	-8%	17%[0.0925 µM]	1%	-9%	6%
Cc1ccc(Cn2ccnc2SCC(=O)Nc2ccc3c(c2)OCCO3)cc1 in the list: -6%	1%[57 µM]	2%	-2%	u	u	-3%	22%	u
CCN(CC(=O)NCC1CCCO1)S(=O)(=O)c1ccc2ccccc2c1 (stereo unspecified) in the list: i	15%	-3%	1%	8%	x	1%	135%[activator]	-6%

(more compounds)
item	Tb PGK inh	HP1b binding inh	Pin1 inh	BLM helicase inh	BAZ2B block	G9a inh	GLS inhibitor	POLI inh	JMJD2A Tudor inh	Structure
37	-10%	6%	-10%	0%	-14%	11%[59 µM]	6%	21%	-12%	CCOC(=O)c1c(S(=O)(=O)N2CCC(C(=O)Nc3ncccc3C)CC2)c(C)n(C)c1C
38	7%	23%	13%	-6%	-2%	-3%[59 µM]	-2%	74%[activator]	-5%	Cc1ccc(Cn2c(=O)n(CCCCC(=O)NCCc3ccc(Cl)cc3)c(=O)c3ccccc32)cc1
39	-2%	41%[activator]	4%	-1%	-9%	-5%	u	16%	-4%	O=C(N/N=C/c1ccc(N2CCOCC2)cc1)c1ccccc1NS(=O)(=O)c1cccs1
40	-3%	14%	-2%	0%	8%	-11%[59 µM]	2%	20%	1%	CCCn1c(SCC(=O)NC2CCCCC2)nnc1-c1cccnc1
41	-2%	69%[activator]	0%	-7%	22%	x	7%	-11%	18%	CC(C)(C)C(=O)O/N=C(\N)c1ccc(Br)cc1
42	-1%	40%[activator]	-3%	-1%	-6%	-2%[59 µM]	-10%	-5%	-6%	O=C(c1ccc(F)cc1)C1CCN(C(=O)Nc2ccccc2Cl)CC1
